Screening data (PubChem BioAssay)
IMP-1 inh = inhibitors of Pseudomonas aeruginosa IMP-1 metallo-beta-lactamase. purified IMP-1, nitrocefin hydrolysis, epi-absorbance fluorescence. inhibition, % at 5.6 µM. 290,000 compounds, 0.45% hits. AID 1556;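 active = inhibition above the mean plus 3 SD of all compounds in the same screening run, cut at about 4.5% in these data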;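 also: 0% = IMP-1 with DMSO and 100% = DMSO wells lacking enzyme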
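System: purified IMP-1 / Input: IMP-1 dispensed at 0.2 nM / Medium: 50 mM HEPES pH 7.1, 50 µM ZnSO4, 0.05% Brij 35 / Timing: 15 min enzyme–compound preincubation, then 25 min nitrocefin reaction, 25 °C / Technique: plate fluorescence quenching by hydrolysis product, ex 480/em 530 nm / Repeats: singlicate testing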
p-CIP stab down = lowers stability of the mouse p/CIP coactivator protein. F442A p/CIP-EGFP cells, EGFP fluorescence, 16 h. decrease of EGFP signal, % at 10 µM. 290,000 compounds, 0.01% hits. AID 1984;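 active = EGFP signal decrease of at least 30% at 10 µM or well 3 SD below plate mean, unless failing retest; inactive = the rest, including hits failing retest or dose response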; also: some compounds called inactive have numbers as strong as hits; many of its hits are not listed in these tables
IDE act = IDE (human) activation, cell-based | P14735 | HEK cells, FAbeta-B cleavage, fluorescence polarization; 0% vehicle, 100% cell-free pure enzyme wells | activation, % at 5.96 µM | 340,000 compounds, 0.073% hits;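 active = activation above the mean of all tested compounds plus 3 SD, set per screening campaign, cut at about 17% in these data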
VIM-2 inhibitor = blocks Pseudomonas aeruginosa VIM-2 metallo-beta-lactamase. purified VIM-2, nitrocefin hydrolysis, epi-absorbance fluorescence. inhibition, % at 5.6 µM. 290,000 compounds, 0.89% hits. AID 1527;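 active = inhibition above the mean of all tested compounds plus 3 SD, cutoff set per screening run, cut at about 7.5% in these data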;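 also: red hydrolysis product quenches plate fluorescence so inhibitors raise well fluorescence; 0% = enzyme with DMSO and 100% = DMSO without enzyme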
NALP1 inh = blocks the NALP1 inflammasome reconstituted in yeast | S. cerevisiae NALP1/ASC/caspase-1 growth, X-gal OD620, 72 h | 280,000 compounds, 0.61% hits | AID 2071 | inhibition, % at 10 µM; in the data active = inhibition mostly above about 24%, no sharp cut-off; inactive = mostly below about 32%; also: some compounds called inactive have numbers as strong as hits
PHOSPHO1 inh = blocks human PHOSPHO1 phosphatase activity; Q8TCT1; recombinant PHOSPHO1, absorbance phosphatase assay; inhibition, % at 13.3 µM; 290,000 compounds, 1.1% hits; AID 1565; in the data active = inhibition above about 60%
M18AAP inhibitor = blocks P. falciparum M18 aspartyl aminopeptidase; recombinant PfM18AAP, H-Glu-NHMec fluorogenic cleavage; inhibition, % at 7.35 µM; 290,000 compounds, 1.2% hits; AID 1822;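 active = inhibition above the campaign mean inhibition over all tested compounds plus 3 SD, cut at about 28% in these data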;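 also: 0% = plate median of test compound wells and 100% = 2 mM ZnCl2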
GPR7 antagonist = antagonists of human GPR7 (neuropeptides B/W receptor 1) | P48145 | GPR7-expressing cells, fluorescence antagonist assay | inhibition, % at 4.4 µM | 290,000 compounds, 1.1% hits | AID 1861; in the data active = inhibition above about 16%, passing the limit was not always enough;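 also: cells stimulated with the agonist NPW; 0% = agonist with vehicle and 100% = vehicle without agonist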
IDE cell inh = inhibitors of human insulin-degrading enzyme in cells; inhibition, % at 5.59 µM; HEK cells, FAbetaB cleavage, fluorescence polarization; 320,000 compounds, 0.41% hits; P14735;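 active = percent inhibition above the average of all tested compounds plus 3 SD, set per screening campaign, cut at about 16% in these data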;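 also: IDE supplied by intact live HEK cells; FP after avidin binding of uncleaved biotin substrate so inhibition keeps polarization high; 0% = DMSO wells and 100% = 60 µM reference IDE inhibitor Ii1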
Starred values were filed as active, the others as inactive; . = not tested or not shown.

SMILES	IMP-1 inh	p-CIP stab down	IDE act	VIM-2 inhibitor	NALP1 inh	PHOSPHO1 inh	M18AAP inhibitor	GPR7 antagonist	IDE cell inh
COc1cc(C(=O)NCCc2ccc(F)cc2)c([N+](=O)[O-])cc1OC	-1.5	-1	1	-1.1	12	0	-9	-14	0
CC1CN(C(=O)c2ccc(S(=O)(=O)Nc3ccccc3Cl)cc2)CC(C)O1 (stereo unspecified)	-3.0	-1	2	-1.7	-1	14	-4	-6	4
O=C(CC(=O)Nc1cccnc1)Nc1cccnc1	-3.3	-13	2	-1.7	0	48	7	-16	4
CC(C)CNC(=O)COC(=O)CCC(=O)c1ccc(F)cc1	-3.0	4	3	-4.3	8	4	2	11	8
N#Cc1c(Nc2ccccc2)s[nH]c1=O	-1.2	-6	-3	-1.5	.	22	-2	-17	10
O=C(Nc1ccc(S(=O)(=O)Nc2cnc3ccccc3n2)cc1)c1ccc(Br)o1	-2.4	-7	9	-3.1	.	10	-3	4	1
COc1cc(C2NC(=S)NC3=C2CCc2ccccc23)cc(OC)c1OC (stereo unspecified)	-2.7	10	2	-2.3	8	13	0	-12	7
Fc1ccc(Oc2cnc3ccccc3n2)cc1	-2.7	12	3	-1.9	10	12	10	-5	1
O=C(CSc1nnc(CNC(=O)c2c(F)cccc2F)o1)NCCc1ccccc1	-2.2	-8	1	-3.7	0	38	1	-13	2
CCOC(=O)C(=CNc1ccc(Oc2cncc(Cl)c2)nc1)C(=O)OCC	-2.5	-8	6	-0.9	.	17	-1	-1	1
Cn1c(CCCNC(=O)c2cccs2)nc2ccccc21	-1.8	-12	1	-0.8	.	-4	-13	-5	-5
Cc1ccc(C(=O)NCCCc2ccccc2)s1	-3.3	-2	-3	-4.2	35	3	8	-7	7
Cc1nnsc1C(=O)N/N=C/c1c(F)cccc1Cl	-3.4	-1	1	-1.2	11	28	0	-9	1
CCN(C(=O)c1ccc2c(OC)n(CC)nc2c1)c1ccc(OC)cc1	-2.5	-4	-3	-1.7	3	34	-4	-9	2
C=C(C)CSc1nnc([C@@H]2CCCN2C(=O)OC(C)(C)C)o1	-4.7	-14	3	-1.1	5	9	2	-7	5
O=C1CN(c2ccccc2)C(=S)N1C(=O)c1ccc(Br)cc1	0.4	-7	2	0.4	17	8	-10	-4	-5
CC(C)(C)NC(=O)c1cnn2c1NC(c1ccc(F)cc1)CC2C(F)(F)F (stereo unspecified)	-3.4	3	4	-2.0	0	-10	3	-9	4
CCOc1nc(NCCO)nc(Nc2cc(Cl)ccc2OC)n1	-1.2	-10	7	4.4	-4	23	2	2	2
COc1ccc(C)cc1NC(=O)C1CCN(C(=O)c2ccco2)CC1	-2.0	-1	6	-1.0	1	36	-5	-3	4
O=Cc1cnc(N2CCCCC2)s1	-0.4	-1	5	0.3	7	-9	-1	-6	4
O=C1/C(=C/c2ccncc2)SC(=S)N1N1CCOCC1	-0.9	5	6	0.2	.	-5	11	5	1
O=C(NCC(=O)N(c1cccnc1)C(C(=O)NC1CCCC1)c1cccs1)c1ccco1 (stereo unspecified)	-2.3	0	1	-4.1	1	1	0	-22	1
COc1ccc(NC(=O)CCNS(=O)(=O)c2cc(Br)cnc2N)cc1OC	-0.3	0	7	-1.3	-2	4	4	4	4
COc1ccc(NC(=O)CSc2ccc(-c3cccnc3)nn2)c(OC)c1	0.5	-27	3	1.1	5	14	-6	20	-2
O=S(=O)(c1ccc(NC(=S)N2CCN(c3ccccc3F)CC2)cc1)N1CCOCC1	-2.4	-9	0	-2.0	12	42	1	-12	10
CCOC(=O)COc1nc(-c2ccccc2)cc(-c2ccco2)c1C#N	-3.0	-13	1	-2.3	.	32	3	5	2
COc1ccc(CCNC(=O)CC(NC(=O)c2ccccc2Cl)c2ccccc2)cc1 (stereo unspecified)	-0.6	-15	6	0.7	39	-5	-4	5	1
CCCCOc1ccc(C(=O)Oc2cccnc2)cc1	-3.8	4	-3	2.0	8	23	0	8	0
Cc1cc(F)c(F)c(C(=O)N2CCOCC2)c1Cl	-2.2	0	7	-3.2	-12	-14	1	-16	2
CCc1nc(Nc2cccc(O)c2)c2oc3ccccc3c2n1	-4.6	-6	-4	0.2	9	14	3	-31	.

Some of the entries above in a different format.
IMP-1 inh,p-CIP stab down,IDE act,VIM-2 inhibitor,NALP1 inh,PHOSPHO1 inh,M18AAP inhibitor,GPR7 antagonist,IDE cell inh,SMILES
-2.7,12,3,-1.9,10,12,10,-5,1,Fc1ccc(Oc2cnc3ccccc3n2)cc1
-2.3,0,1,-4.1,1,1,0,-22,1,O=C(NCC(=O)N(c1cccnc1)C(C(=O)NC1CCCC1)c1cccs1)c1ccco1 (stereo unspecified)
-3.3,-13,2,-1.7,0,48,7,-16,4,O=C(CC(=O)Nc1cccnc1)Nc1cccnc1

Some of these compounds in order of their number in IDE cell inh, ascending:
| structure | IMP-1 inh | p-CIP stab down | IDE act | VIM-2 inhibitor | NALP1 inh | PHOSPHO1 inh | M18AAP inhibitor | GPR7 antagonist | IDE cell inh |
| --- | --- | --- | --- | --- | --- | --- | --- | --- | --- |
| O=C(Nc1ccc(S(=O)(=O)Nc2cnc3ccccc3n2)cc1)c1ccc(Br)o1 | -2.4 | -7 | 9 | -3.1 | . | 10 | -3 | 4 | 1 |
| CCOc1nc(NCCO)nc(Nc2cc(Cl)ccc2OC)n1 | -1.2 | -10 | 7 | 4.4 | -4 | 23 | 2 | 2 | 2 |
| C=C(C)CSc1nnc([C@@H]2CCCN2C(=O)OC(C)(C)C)o1 | -4.7 | -14 | 3 | -1.1 | 5 | 9 | 2 | -7 | 5 |
| N#Cc1c(Nc2ccccc2)s[nH]c1=O | -1.2 | -6 | -3 | -1.5 | . | 22 | -2 | -17 | 10 |

Next part.
SMILES	IMP-1 inh	p-CIP stab down	IDE act	VIM-2 inhibitor	NALP1 inh	PHOSPHO1 inh	M18AAP inhibitor	GPR7 antagonist	IDE cell inh
CCc1ccccc1NNC(=O)CCc1ccccc1	-1.4	6	-4	-2.6	1	-28	3	-11	-3
Cc1ccccc1C(=O)NC1CCN(C(=O)Nc2ccc(F)cc2)CC1	-0.7	-9	0	-0.5	9	35	-8	1	-3
CNC(=S)NNc1nc(C)cc(C)n1	-3.6	-10	4	-4.1	-18	37	68*	3	-8
CCC(=O)NCCc1nc2ccccc2n1Cc1ccc(C)cc1	0.1	2	1	0.0	-5	18	-8	-9	0
O=C(C1CC1)N1CCc2cc(Br)cc(S(=O)(=O)NCCCN3CCCCC3)c21	-1.8	8	-4	3.8	-29	-9	3	6	2
COc1ccccc1N(CC(=O)NCCSCc1cccc(C)c1)S(=O)(=O)c1ccccc1	-0.9	2	0	-1.1	-13	33	0	-4	-1
Cc1ccc(Sc2c(C)nn(C(=O)c3cccc(S(=O)(=O)N4CCOCC4)c3)c2C)cc1	-0.5	0	0	-1.0	-1	12	16	-13	-1
O=C(O)c1cc(-c2cc(C(=O)O)c3ccccc3n2)nc2ccccc12	-2.1	-2	.	1.0	-1	34	-6	-17	3
O=C(CC1C(=O)NCCN1Cc1c(F)cccc1Cl)NCCCOc1cccnc1 (stereo unspecified)	-1.4	10	4	0.9	21	48	0	-4	1
O=C(NC12CC3CC(CC(C3)C1)C2)c1ccc(=O)oc1	-4.9	0	1	-4.3	22	6	2	12	6
Cc1cccc(NC(=O)COc2ccc(Br)cc2C)n1	-0.7	-7	1	2.0	32	-8	3	-2	1
Nc1nccc(-c2cccs2)n1	-2.3	-5	7	-2.2	8	11	0	3	2
O=C(NC1CC2CCCC(C1)N2Cc1ccccc1)c1ccc([N+](=O)[O-])cc1 (stereo unspecified)	-2.5	2	-1	-1.5	34	-8	-4	-5	.
CN(C)S(=O)(=O)c1cccc(NC(=O)COC(=O)/C=C/c2ccc(Br)o2)c1	-1.5	7	2	-0.6	13	-4	4	-12	1
O=C(COc1ccccc1)Nc1ccncc1Cl	-2.3	-1	8	-3.3	9	23	-6	17	8
Cc1cccn2c(=O)c3cc(C(=O)N(C)C)n(C)c3nc12	-0.6	-1	2	6.2	17	2	-10	-13	-5
O=C(CCl)N1CCN(S(=O)(=O)c2ccc3ccccc3c2)CC1	-0.2	-13	0	-1.4	18	24	2	-4	-1
CC(=O)c1ccc(OCCCC(=O)NCCc2ccc(C(F)(F)F)cc2)cc1	0.2	-4	4	-1.1	9	4	7	12	5
COc1cc(/C=C2\C(=O)ON=C2c2ccccc2)cc(OC)c1OC	-1.7	-16	-1	0.0	-6	12	2	-2	4
Cc1cc(C)cc(NC(=O)Nc2cc(-c3ccccc3)nn2C)c1	-1.3	-14	3	-1.0	.	17	-17	-12	1
COCCN1Cc2cccc(C(=O)NCc3ccccc3OC)c2C1=O	-2.0	-6	0	-1.9	9	-28	-15	1	0
Cc1ccnc(N2CCC(C(=O)NC3CCCCCC3)CC2)n1	-1.6	-10	4	-1.4	5	23	2	-9	8

Shown with values ahead of the structure: part of the list above.
IMP-1 inh	p-CIP stab down	IDE act	VIM-2 inhibitor	NALP1 inh	PHOSPHO1 inh	M18AAP inhibitor	GPR7 antagonist	IDE cell inh	canonical_smiles
-1.5	7	2	-0.6	13	-4	4	-12	1	CN(C)S(=O)(=O)c1cccc(NC(=O)COC(=O)/C=C/c2ccc(Br)o2)c1
-2.3	-1	8	-3.3	9	23	-6	17	8	O=C(COc1ccccc1)Nc1ccncc1Cl
